Screening results from PubChem.
KCNK9 block: human KCNK9 channel inhibition; HEK293 KCNK9, FluxOR thallium flux fluorescence; hits give low values; Q9NPC2; hit rate 1.2% among 310,000; B-score at 10 µM;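 active = ratio B-score over 3 SD below the library mean, with starting fluorescence within 5 SD of its mean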;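 also: negative B-score means less thallium flux so channel inhibition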
KCNK3 inh: human KCNK3 channel inhibition, primary screen. hit rate 0.84% among 340,000. CHO-KCNK3 thallium flux, FluxOR fluorescence; hits give low values. B-score at 10 µM;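 active = B-score under library mean minus 4 SD, starting fluorescence ratio at most library mean plus 5 SD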;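 also: more negative B-score means stronger inhibition of thallium flux through KCNK3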
RGS4 inh: inhibitors of human RGS4 | HEK293 M3R/RGS4 inducible, Fluo-4 calcium flux; hits give high values; triggered by carbachol at its EC20 | P49798 | hit rate 0.45% among 310,000 | B-score at 10 µM;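 active = B-score, a plate-corrected calcium signal, over three deviations above library mean, with baseline fluorescence within five deviations of library mean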;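 also: RGS4 expression induced by doxycycline in cells with stable M3 receptor; B-score is computed from the integrated fluorescence ratio over baseline after carbachol; higher B-score means a larger calcium signal and so more RGS4 inhibition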
Target sequence (P49798 whole entry, looked up): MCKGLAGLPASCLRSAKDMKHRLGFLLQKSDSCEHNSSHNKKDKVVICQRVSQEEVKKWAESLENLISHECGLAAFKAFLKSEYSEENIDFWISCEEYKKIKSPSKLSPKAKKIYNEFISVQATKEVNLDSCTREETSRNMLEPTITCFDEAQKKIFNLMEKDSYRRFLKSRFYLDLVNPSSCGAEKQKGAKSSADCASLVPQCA
Dyrk1A ADPGlo: inhibitors of rat Dyrk1A kinase | Q63470 | ADP-Glo luminescence, NFATc1 peptide | inhibition, % at 12.5 µM | hit rate 0.43% among 310,000 | AID 504441; in the data active = inhibition above about 50%;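 also: plate controls were vehicle with enzyme for no effect and no enzyme for full effect; many of its hits are not listed in these tables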
GSK3 alpha inh: inhibitors of human GSK-3 alpha kinase; inhibition, % at 10 µM; ADP-Glo luminescence, 60 min; P49840; AID 2650; hit rate 0.1% among 320,000;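 in the data active = inhibition above about 50%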;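 also: GST-tagged GSK-3 alpha with peptide substrate and 25 µM ATP; 0% = DMSO neutral wells and 100% = GW8510 positive control wells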
Target sequence (P49840 whole entry, looked up): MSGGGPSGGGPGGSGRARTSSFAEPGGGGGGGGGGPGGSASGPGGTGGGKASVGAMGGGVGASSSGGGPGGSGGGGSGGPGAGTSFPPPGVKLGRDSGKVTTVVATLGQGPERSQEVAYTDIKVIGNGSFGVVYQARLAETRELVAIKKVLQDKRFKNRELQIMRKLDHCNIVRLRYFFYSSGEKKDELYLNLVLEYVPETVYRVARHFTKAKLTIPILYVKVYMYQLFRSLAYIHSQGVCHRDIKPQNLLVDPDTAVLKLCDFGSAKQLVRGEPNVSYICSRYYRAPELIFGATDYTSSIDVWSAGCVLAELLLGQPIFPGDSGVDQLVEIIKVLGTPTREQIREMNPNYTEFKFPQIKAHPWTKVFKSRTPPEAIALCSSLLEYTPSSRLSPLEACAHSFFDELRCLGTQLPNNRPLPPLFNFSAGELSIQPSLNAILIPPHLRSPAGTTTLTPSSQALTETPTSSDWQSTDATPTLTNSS
PolyA inh: blocks polyadenylation in yeast reporter cells; S. cerevisiae SKY197-pL101 polyadenylation reporter, beta-gal luminescence; efflux-impaired pdr1/pdr3 knockout yeast; score 100 = 6 SD above DMSO; calls only at 12 µM; hit rate 0.02% among 300,000; AID 1875;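 active = lowest replicate activity score at least 50, where 100 means six control SD above control mean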;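 also: yeast exposed to compound for 9 h at 30 °C; higher score means more reporter readthrough which indicates perturbed polyadenylation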
KCNQ1 block: inhibitors of human KCNQ1 potassium channel; P51787; CHO-K1 KCNQ1, FluxOR thallium flux fluorescence; hits give high values; B-score at 10 µM; hit rate 1.3% among 310,000; AID 2642;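 active = compounds whose thallium flux B-score, printed positive for inhibition, exceeds three library SD while starting fluorescence stays within three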;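 also: channel opened by potassium depolarization with thallium stimulus after 20 min compound exposure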
hERG protect: hERG (human) protection from proarrhythmic block; Q12809; CHO-hERG, FluxOR thallium flux, dofetilide IC70 present; activation (rescue from dofetilide block), less the hit threshold, % at 10 µM; hit rate 0.51% among 310,000; AID 1511;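 active = activation above the mean of controls blocked by dofetilide plus 5 SD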;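 also: thallium influx through hERG after potassium depolarization seen as dye fluorescence rise; in these data hits start at about 4.7%; inactives centre near -7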
KCNQ1 act: potentiates or activates the human KCNQ1 potassium channel | CHO-K1 KCNQ1, thallium flux FluxOR fluorescence; hits give high values | B-score at 10 µM | hit rate 0.35% among 310,000 | AID 2648;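 active = fluorescence ratio B-score, a plate-corrected score, at least three library SD, with initial intensity B-score within 5 SD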
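Medium – assay buffer, equal DMSO in all wells · Material – CHO-K1 cell line with stable KCNQ1 potassium channel expression · Signal – kinetic FluxOR thallium fluorescence, 10-s 1-Hz baseline, 110-s post-stimulus read · Compound – single concentration per compound, DMSO matched to controls · Schedule – 37 °C overnight plating, 90-min dark dye load, 20-min compound pretreatment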
GSK3beta inhib: human GSK3beta kinase inhibition; GST-GSK3beta kinase, ADP-Glo luminescence, 60 min; hits give low values; activity score (negative = inhibition), % at 10 µM; hit rate 0.038% among 300,000;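 active = more than half of replicate wells score below -50%, meaning over 50% inhibition versus plate controls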;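 also: 0% = median DMSO wells and -100% = median GW8510 positive control wells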
Target sequence (P49841 whole entry, looked up): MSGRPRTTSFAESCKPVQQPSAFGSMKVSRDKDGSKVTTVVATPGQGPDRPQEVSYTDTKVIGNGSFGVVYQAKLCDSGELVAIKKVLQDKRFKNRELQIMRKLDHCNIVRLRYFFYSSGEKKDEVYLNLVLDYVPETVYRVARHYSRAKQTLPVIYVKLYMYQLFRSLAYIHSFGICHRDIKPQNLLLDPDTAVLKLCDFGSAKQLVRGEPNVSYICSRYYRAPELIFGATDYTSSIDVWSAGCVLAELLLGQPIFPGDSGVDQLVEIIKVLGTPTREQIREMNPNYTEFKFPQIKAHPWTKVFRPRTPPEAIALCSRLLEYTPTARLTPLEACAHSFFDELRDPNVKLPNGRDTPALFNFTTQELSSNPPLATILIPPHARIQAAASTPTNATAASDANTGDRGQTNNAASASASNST
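Assay system: GST-fused GSK3beta enzyme, cell-free / Medium: Tris pH 7.5 buffer with MgCl2, DTT, BSA, heparin / Also added: peptide substrate plus 25 µM ATP (final) / Compound: 10 µM single point / Timing: kinase reaction with compound 60 min at room temperature / Detection: ADP-Glo luminescence / Benchmarks: DMSO neutral wells and GW8510 at 20 µM as positive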
RGS4 act: RGS4 potentiation or activation. HEK293 M3R/inducible RGS4, carbachol calcium flux Fluo4; hits give low values. B-score at 10 µM. hit rate 0.92% among 310,000. AID 463111;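 active = B-score of the integrated calcium signal more than 4 SD below the library mean, with starting fluorescence not abnormally high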;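 also: negative B-score means reduced calcium response which marks RGS4 activation or potentiation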
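System – HEK293 FlpIn-TREx cells, stable M3R, doxycycline-inducible RGS4 · Reagent – ECmax carbachol challenge · Times – compound preincubation 20 min at room temperature before agonist · Technique – Fluo4 fluorescence kinetic imaging of calcium · Measure – B score of integrated Fluo4 ratio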
Active calls of the source: *; i = inactive; nt = no result given. Only part of the results is shown, so the mix of outcomes need not match the whole.

(1) C/C(=N\NC(=O)c1cc(C)nc2ccccc12)c1ccncc1
(2) CNc1cnn(-c2ccc(C)cc2)c(=O)c1Sc1ccc(C)cc1
(3) CC1(C)CC(C(=O)NCCC(c2ccccc2)c2ccco2)CCO1 (stereo not given)
(4) O=C(CN(Cc1ccccc1)S(=O)(=O)c1ccc(F)cc1)NCc1ccncc1
(5) COc1ccc(CNC(=O)CN2C(=O)C(C)N(c3ccc(C)cc3)C2=O)cc1 (stereo not given)
(6) C[C@@H](C(=O)Nc1nc2ccccc2s1)N1C(=O)C2CC=CCC2C1=O (stereo not given in full)
(7) Nn1c(Cc2cccc3ccccc23)nnc1SC1CCOC1=O (stereo not given)
(8) COc1cc(C(F)(F)F)nc(-c2ccccn2)n1
(9) COC(=O)c1sc(S(=O)(=O)N2CCC(C(=O)O)CC2)c(C(=O)OC)c1C
(10) O=C(NCCc1ccc(F)cc1)c1cc(=O)c2ccccc2o1
assay / compound | 1 | 2 | 3 | 4 | 5 | 6 | 7 | 8 | 9 | 10
KCNK9 block | i | i | i | i | i | i | i | i | i | i
KCNK3 inh | i | i | i | i | i | i | i | i | i | i
RGS4 inh | i | i | i | i | i | i | i | i | i | i
Dyrk1A ADPGlo | -2.0 | 0.8 | 5.4 | 0.7 | 5.2 | 4.3 | -0.9 | -1.7 | 0.1 | nt
GSK3 alpha inh | -1.5 | -2.0 | nt | -1.9 | nt | -0.6 | -0.7 | -1.6 | -1.9 | -2.3
PolyA inh | i | i | i | i | i | i | i | i | i | i
KCNQ1 block | i | i | i | i | i | i | i | i | i | i
hERG protect | -7.2 | -5.5 | -9.1 | -5.8 | -1.9 | -15.0 | -6.7 | -8.9 | -6.7 | -5.0
KCNQ1 act | i | i | i | i | i | i | i | i | i | i
GSK3beta inhib | 2.0 | 2.3 | -1.2 | 0.7 | 2.6 | 2.9 | 0.3 | -1.3 | -0.6 | 4.0
RGS4 act | i | i | i | i | i | i | i | i | i | i

(11) CCn1c(NC2CCCCC2)nc2ccccc21
(12) c1ccc(-c2noc(-c3ccccc3-c3ccccc3)n2)cc1
(13) CN(c1ccccc1)S(=O)(=O)c1ccc(NC(=O)COc2ccccc2)cc1
(14) COc1cccc(-n2nnc3c(=O)n(Cc4cccc(F)c4)cnc32)c1
(15) CCOc1ccc(NC(=O)Cc2ccc(NC3=NC4CS(=O)(=O)CC4S3)cc2)cc1 (stereo not given)
(16) COc1ccc(OC)c(-c2c(=O)n(OCc3ccccc3Br)c3ccccc3[n+]2[O-])c1
(17) COc1ccc(CCNC(=O)C2CC(=O)N(c3ccc(Br)cc3)C2)cc1OC (stereo not given)
(18) COc1nc(OC)nc(N2CCC(NC(=O)C(Cc3cccc(OC)c3OC)NC(C)=O)CC2)n1 (stereo not given)
(19) O=C1Cc2ccccc2Sc2ccccc21
(20) O=c1c(C=NCc2cccnc2)c(C(F)(F)F)[nH]n1-c1nc2ccccc2s1
assay / compound | 11 | 12 | 13 | 14 | 15 | 16 | 17 | 18 | 19 | 20
KCNK9 block | i | i | i | i | i | i | i | i | i | i
KCNK3 inh | i | i | i | i | i | i | i | i | i | i
RGS4 inh | i | i | i | i | i | i | i | i | i | i
Dyrk1A ADPGlo | 0.4 | -0.1 | 8.3 | -4.9 | -0.9 | -2.0 | -2.9 | 6.8 | 2.1 | 44.9
GSK3 alpha inh | 1.8 | -2.8 | 1.3 | 1.3 | 0.9 | 0.2 | 0.4 | -2.0 | 0.2 | -1.8
PolyA inh | i | i | i | i | i | i | i | i | i | i
KCNQ1 block | i | 7* | i | i | i | i | i | i | i | i
hERG protect | -10.4 | -8.1 | -11.9 | -8.1 | -0.9 | -2.2 | -5.2 | -8.2 | -11.5 | -4.8
KCNQ1 act | i | i | i | i | i | i | i | i | i | i
GSK3beta inhib | -1.6 | -5.4 | 0.4 | 2.2 | 1.4 | 0.5 | -1.0 | 0.4 | -1.4 | 3.0
RGS4 act | i | i | i | i | i | i | i | i | i | i

(21) O=C(O)CCCC(=O)Nc1ccc(Br)cc1C(=O)O
(22) COCCN(C(=O)COC(=O)C1(c2ccccc2)CC1)c1c(N)n(CC(C)C)c(=O)[nH]c1=O
(23) CCc1c(O)nc(SCC(=O)N2CCOCC2)n(-c2ccccc2)c1=O
(24) CCN(CC)/C(=N/O)NC(=O)NS(=O)(=O)c1ccc(C)cc1
(25) Cc1ccc(-c2nc(N/N=C/c3ccccc3[N+](=O)[O-])c3ccccc3n2)cc1
(26) CC(C(=O)Nc1ccc([N+](=O)[O-])cc1)N1CCN(C/C=C/c2ccccc2)CC1 (stereo not given)
(27) COc1cccc(NC(=S)NN2CCN(C)CC2)c1
(28) O=C(c1ccccc1F)N(Cc1ccc2c(c1)OCO2)Cc1cc2cc3c(cc2n2nnnc12)OCO3
(29) COc1c(/C=N/NC(N)=S)c(C)nn1-c1ccccc1
(30) COCC(C)N1CCC(n2nccc2NC(=O)c2ccc3c(c2)OCO3)CC1 (stereo not given)
assay / compound | 21 | 22 | 23 | 24 | 25 | 26 | 27 | 28 | 29 | 30
KCNK9 block | i | i | i | i | i | i | i | i | i | i
KCNK3 inh | i | i | i | i | i | i | i | i | i | i
RGS4 inh | i | i | i | i | i | i | i | i | i | i
Dyrk1A ADPGlo | 3.7 | 0.4 | -0.1 | -1.6 | -10.1 | 4.2 | 5.0 | -6.0 | -5.7 | 3.9
GSK3 alpha inh | -8.5 | -1.4 | -1.8 | -0.8 | nt | -5.2 | -1.8 | nt | nt | -2.5
PolyA inh | i | nt | i | i | i | i | i | i | i | i
KCNQ1 block | i | i | i | i | i | i | i | i | i | i
hERG protect | -8.8 | -11.5 | -12.8 | -6.3 | -15.3 | -13.3 | -14.6 | -3.9 | -8.6 | -10.3
KCNQ1 act | i | i | i | i | i | i | i | i | i | i
GSK3beta inhib | 5.6 | 2.3 | -0.9 | 0.5 | -0.9 | 1.9 | 3.3 | -2.1 | -1.5 | 2.4
RGS4 act | i | i | i | i | i | i | i | i | i | i

(31) c1ccc(COc2ccccc2CNC23CC4CC(CC(C4)C2)C3)cc1
(32) COC(=O)c1[nH]c2cc(OC)ccc2c1N
(33) Cn1cccc1C(=O)C(=O)Nc1ccccc1
(34) CC(C)CCN(CC(=O)NC1CCCC1)C(=O)C(=O)Nc1ccc2c(c1)OCCO2
(35) Cc1c(OCC(N)=O)ccc2c(-c3ccccc3)cc(=O)oc12
(36) CCOc1ccccc1NC(=O)CSc1nccn1-c1ccccc1
(37) CC1CCCCN1S(=O)(=O)c1ccc(C(=O)N2CCOCC2)cc1 (stereo not given)
(38) Cc1ccc(N(CC(=O)NC(C)(C)C)C(=O)CCC(=O)Nc2nccs2)cc1C
(39) O=C(NCc1cccc(Cl)c1)C1CCC(=O)N(C2CC2)C1 (stereo not given)
(40) Cc1cc2c3nonc3ccc2n1-c1ccccc1
assay / compound | 31 | 32 | 33 | 34 | 35 | 36 | 37 | 38 | 39 | 40
KCNK9 block | i | i | i | i | i | i | i | i | i | i
KCNK3 inh | i | i | i | i | i | i | i | i | i | i
RGS4 inh | i | i | i | i | i | i | i | i | i | i
Dyrk1A ADPGlo | -1.9 | 74.5* | 1.5 | -7.2 | -2.2 | -0.6 | -4.3 | -15.4 | -4.8 | -1.9
GSK3 alpha inh | 2.8 | nt | -4.2 | -2.3 | -2.8 | -0.2 | 0.8 | 8.2 | -0.6 | 1.4
PolyA inh | i | i | i | i | i | i | i | i | i | i
KCNQ1 block | i | i | i | i | i | i | i | i | i | i
hERG protect | -19.3 | -3.0 | -12.8 | -4.5 | -0.3 | -15.3 | -10.6 | -6.9 | -0.9 | -8.4
KCNQ1 act | i | i | i | i | i | i | i | i | i | i
GSK3beta inhib | -6.8 | 0.8 | -4.1 | 3.4 | -4.9 | 1.5 | -1.4 | -0.9 | -3.8 | -2.1
RGS4 act | i | i | i | i | i | i | i | i | i | i

Part of the list above, reduced to RGS4 act.
| # | SMILES | RGS4 act |
| --- | --- | --- |
| 38 | Cc1ccc(N(CC(=O)NC(C)(C)C)C(=O)CCC(=O)Nc2nccs2)cc1C | i |
| 37 | CC1CCCCN1S(=O)(=O)c1ccc(C(=O)N2CCOCC2)cc1 (stereo not given) | i |
| 31 | c1ccc(COc2ccccc2CNC23CC4CC(CC(C4)C2)C3)cc1 | i |
| 36 | CCOc1ccccc1NC(=O)CSc1nccn1-c1ccccc1 | i |
| 35 | Cc1c(OCC(N)=O)ccc2c(-c3ccccc3)cc(=O)oc12 | i |
| 32 | COC(=O)c1[nH]c2cc(OC)ccc2c1N | i |

Following part:
(41) O=S(=O)(NC1CCCCC1)c1ccc(F)c2ccccc12
(42) Cc1cc(Br)cc(Br)c1OCC(=O)NNC(=O)c1ccoc1C
(43) Oc1cccc(CCC2CCCCN2Cc2cn[nH]c2-c2ccc3c(c2)OCO3)c1 (stereo not given)
(44) O=C1CSC(c2cccc(F)c2)N1c1ccccc1F (stereo not given)
(45) COc1cccc(OC)c1C(=O)Nc1nc2ccc(S(C)(=O)=O)cc2s1
assay / compound | 41 | 42 | 43 | 44 | 45
KCNK9 block | i | i | i | i | i
KCNK3 inh | i | i | i | i | i
RGS4 inh | i | i | i | i | i
Dyrk1A ADPGlo | -1.9 | 1.4 | 8.6 | -9.0 | -0.1
GSK3 alpha inh | -1.3 | -2.0 | -1.9 | -2.5 | -0.5
PolyA inh | i | i | i | i | i
KCNQ1 block | i | i | i | i | i
hERG protect | -12.7 | -4.0 | -10.4 | -9.5 | -3.3
KCNQ1 act | i | i | i | i | i
GSK3beta inhib | 3.2 | 14.7 | 0.2 | -0.8 | 3.6
RGS4 act | i | i | i | i | i

Looked up by structure from the entries so far:
(42) Cc1cc(Br)cc(Br)c1OCC(=O)NNC(=O)c1ccoc1C
(41) O=S(=O)(NC1CCCCC1)c1ccc(F)c2ccccc12
assay / compound | 42 | 41
KCNK9 block | i | i
KCNK3 inh | i | i
RGS4 inh | i | i
Dyrk1A ADPGlo | 1.4 | -1.9
GSK3 alpha inh | -2.0 | -1.3
PolyA inh | i | i
KCNQ1 block | i | i
hERG protect | -4.0 | -12.7
KCNQ1 act | i | i
GSK3beta inhib | 14.7 | 3.2
RGS4 act | i | i
